# Assay outcomes: PubChem BioAssay, Southern Research Specialized Biocontainment Screening Center
# M. tuberculosis HTS – M. tuberculosis growth inhibition, HTS (AID 449762); M. tuberculosis H37Rv growth inhibition, 7H9 media; higher % means a stronger effect; one-dose inhibition, % at 25 µM; IC50 in µM for titrated hits; hit rate 0.59% among 330,000; in the data active = a potency from the dose series; inconclusive = inhibition above about 70% without an active follow-up result;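 note: bacterial growth assessed after seven days of incubation; strong numbers were not always called active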
# VEEV TC-83 Vero – inhibitors of VEEV TC-83 cytopathic effect, confirmation, Vero cells (AID 588727) | Vero cells, VEEV TC-83 cytopathic effect inhibition; higher % means a stronger effect | inhibition, % at 20 µM, or IC50 in µM where a hit was titrated | hit rate 0.13% among 350,000; in the data active = a potency from the dose series; inconclusive = inhibition mostly from about 14% at the one dose, without a potency; inactive = the rest, 99 in 100 with inhibition below about 12%; note: strong numbers were not always called active
# H1N1 NS1A inhibition – H1N1 influenza NS1A inhibitors, functional cell based assay (AID 504329); NS1A functional cell-based assay, percent inhibition; higher % means a stronger effect; one-dose inhibition, % at 12.5 µM; IC50 in µM for titrated hits; hit rate 0.3% among 340,000; in the data active = a potency from the dose series; inconclusive = inhibition above about 27% without an active follow-up result; note: strong numbers were not always called active
# M. tuberculosis – growth inhibition of non-replicating M. tuberculosis (AID 488890) | hit rate 0.39% among 320,000 | one-dose inhibition, % at 25 µM; IC50 in µM for titrated hits | Mycobacterium tuberculosis non-replicating, growth inhibition; higher % means a stronger effect; in the data active = a potency from the dose series; inconclusive = inhibition mostly from about 82% at the one dose, without a potency; inactive = the rest, 99 in 100 with inhibition below about 76%;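 note: plate controls were DMSO cells for no effect and high antibiotic wells for full effect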
# PhoP GFP inhibition – PhoP regulon inhibitors, Salmonella typhi PhoP promoter GFP reporter, confirmatory (AID 1850) | Salmonella Typhi PhoP-promoter GFP reporter, fluorescence, 4 h; higher % means a stronger effect | hit rate 0.33% among 310,000 | one-dose inhibition, % at 50 µM; IC50 in µM for titrated hits; in the data active = a potency from the dose series; inconclusive = inhibition mostly from about 25% at the one dose, without a potency; inactive = the rest, 99 in 100 with inhibition below about 19%;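 note: 0% = induced wells with vehicle and 100% = uninduced wells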
# VEEV TC-83 Vero 10K pilot screen – further read-out of VEEV TC-83 Vero, marked with its call; inhibition, %; measured here: 10K pilot screen inhibition
# An asterisk follows results filed as active; i = inactive; u = inconclusive; x = no result given.
SMILES,M. tuberculosis HTS,VEEV TC-83 Vero,H1N1 NS1A inhibition,M. tuberculosis,PhoP GFP inhibition,others
Cc1ccc(NC(=S)N2CCCC2)cc1C,-5.3%,1.3%,1.3%,17.4%,-3.4%,
NC(=O)c1ccc(CSc2nc3ccccc3s2)cc1,7.3%,0.9%,-7.4%,37.4%,-4.8%,
Cc1cc(=O)oc2cc(NC(=O)c3cccc(S(C)(=O)=O)c3)ccc12,8.4%,3.0%,3.3%,-6.3%,8.4%,
CCOC(=O)C1CCCN(S(=O)(=O)c2cc(OCC(=O)NC3CCCCC3)c(C)cc2Cl)C1 (stereo unspecified),-5.5%,2.0%,-4.2%,-0.7%,7.1%,
O=C(CN(C1CCCCC1)S(=O)(=O)c1ccc(F)cc1)NCc1ccncc1,3.3%,i,0.1%,8.1%,3.1%,
c1ccc2c(c1)ccc1ncccc12,-5.2%,1.4%,-6.8%,34.1%,-10.6%,
COC(=O)[C@@H](NCc1cccc(CN[C@H](C(=O)OC)c2ccccc2)c1)c1ccccc1,2.5%,5.6%,-13.4%,-6.0%,-0.5%,
Cc1ccccc1-n1nc2c(c1NC(=O)c1ccco1)CS(=O)(=O)C2,-0.6%,1.6%,1.3%,7.4%,-0.7%,
COc1cc(OC)cc(OC(=O)C2CCN(C3=NS(=O)(=O)c4ccccc43)CC2)c1,-1.1%,1.9%,-15.2%,-3.7%,x,
CCC(C)Sc1nc2c(c(=O)[nH]c(=O)n2C)n1CCc1ccccc1 (stereo unspecified),2.0%,6.1%,3.5%,-3.5%,-2.5%,
O=C(NNS(=O)(=O)c1ccccc1F)c1sccc1-n1cccc1,-1.6%,1.5%,5.5%,9.2%,-7.7%,
COc1ccc(S(=O)(=O)N2CCOC23CCN(S(=O)(=O)c2cc(C)ccc2OC)CC3)cc1,-2.7%,0.5%,-5.0%,x,4.7%,
Fc1ccccc1OCCn1c(=S)[nH]c2ccccc21,-2.1%,4.2%,20.1%,5.5%,-1.6%,
O=S(=O)(c1ccc(S(=O)(=O)N2CCN(C/C=C/c3ccccc3)CC2)cc1)N1CCCC1,-5.2%,i,2.2%,-15.1%,-4.3%,
COc1ccccc1NC(=S)NCCc1ccc(F)cc1,-5.3%,1.4%,-10.5%,11.1%,-0.3%,
CC(C)=CC(=O)N1CCC(N2CCC(C(=O)NCC3CCCO3)CC2)CC1 (stereo unspecified),-5.8%,i,1.0%,-10.8%,-6.8%,
O=C(NNC(=O)c1ccc(S(=O)(=O)N2CCCCC2)cc1)c1ccccc1,-0.8%,0.5%,8.6%,-1.0%,1.3%,
O=C(NCc1ccccc1)c1cnc2n(c1=O)CCS2,-6.4%,2.8%,-2.7%,5.5%,2.9%,
CC1CCCCC1NS(=O)(=O)c1ccc(S(=O)(=O)NCc2ccncc2)cc1 (stereo unspecified),-2.6%,x,x,16.7%,2.2%,
CCCCn1c(SCC(=O)N2CCCC2)nc2cc(S(N)(=O)=O)ccc21,1.8%,1.5%,8.2%,66.3%,3.6%,

# Sorted by SMILES length (ascending): part of the list above.
SMILES,M. tuberculosis HTS,VEEV TC-83 Vero,H1N1 NS1A inhibition,M. tuberculosis,PhoP GFP inhibition,others
COc1ccccc1NC(=S)NCCc1ccc(F)cc1,-5.3%,1.4%,-10.5%,11.1%,-0.3%,
O=C(NCc1ccccc1)c1cnc2n(c1=O)CCS2,-6.4%,2.8%,-2.7%,5.5%,2.9%,
O=C(NNS(=O)(=O)c1ccccc1F)c1sccc1-n1cccc1,-1.6%,1.5%,5.5%,9.2%,-7.7%,
CCCCn1c(SCC(=O)N2CCCC2)nc2cc(S(N)(=O)=O)ccc21,1.8%,1.5%,8.2%,66.3%,3.6%,
CC(C)=CC(=O)N1CCC(N2CCC(C(=O)NCC3CCCO3)CC2)CC1 (stereo unspecified),-5.8%,i,1.0%,-10.8%,-6.8%,
O=C(NNC(=O)c1ccc(S(=O)(=O)N2CCCCC2)cc1)c1ccccc1,-0.8%,0.5%,8.6%,-1.0%,1.3%,
CC1CCCCC1NS(=O)(=O)c1ccc(S(=O)(=O)NCc2ccncc2)cc1 (stereo unspecified),-2.6%,x,x,16.7%,2.2%,

# Continuation.
SMILES,M. tuberculosis HTS,VEEV TC-83 Vero,H1N1 NS1A inhibition,M. tuberculosis,PhoP GFP inhibition,others
O=C(O)c1ccc2c(=O)n3c(nc2c1)/C(=C/c1ccccc1C(F)(F)F)CCCC3,7.8%,0.4%,-1.7%,-3.6%,0.9%,
COC(=O)CN1C(=S)N(c2ccc(Cl)cc2)C(=O)C1CC(=O)Nc1ccc(F)cc1 (stereo unspecified),-3.2%,0.7%,-1.6%,2.1%,-7.3%,
CCN(CC)S(=O)(=O)c1cc(-c2nn(C)c(=O)c3ccccc23)ccc1C,1.4%,8.8%,13.0%,63.7%,1.1%,
CC(C)[C@@H]1NC(=O)c2cc([N+](=O)[O-])cc(I)c2NCCC[C@@H](C(N)=O)NC(=O)[C@H](CO)NC1=O,6.0%,x,x,3.2%,-5.0%,
COc1ccccc1N(Cc1ccccc1)S(=O)(=O)c1cccc(C(=O)Nc2ccc(C)cn2)c1,8.4%,9.7%,-4.5%,26.2%,-11.3%,
O=C(O)CSCC(=O)N1CCCN(c2ccc(C(F)(F)F)cn2)CC1,-0.9%,1.1%,-4.2%,-9.0%,3.1%,
Nc1nc2ncc(CNc3ccc(C(=O)N[C@@H](CCC(=O)O)C(=O)O)cc3)nc2c(=O)[nH]1,-2.4%,i,-0.1%,3.7%,16.6%,
CC1CCN(C(=O)Nc2ccc3nsnc3c2)CC1,5.7%,0.6%,-2.5%,52.8%,-1.5%,
COc1ccccc1NC(=O)N(Cc1ccco1)Cc1cc2c(C)ccc(C)c2[nH]c1=O,x,1.5%,-10.8%,x,x,
CCOC(=O)c1cc2c(ccc3nc(C)c(C)c32)[nH]c1C,3.8%,0.7%,-18.7%,25.9%,-17.0%,

# Retrieved by compound from the entries so far (two):
SMILES,M. tuberculosis HTS,VEEV TC-83 Vero,H1N1 NS1A inhibition,M. tuberculosis,PhoP GFP inhibition,others
O=C(NNS(=O)(=O)c1ccccc1F)c1sccc1-n1cccc1,-1.6%,1.5%,5.5%,9.2%,-7.7%,
COC(=O)CN1C(=S)N(c2ccc(Cl)cc2)C(=O)C1CC(=O)Nc1ccc(F)cc1 (stereo unspecified),-3.2%,0.7%,-1.6%,2.1%,-7.3%,

# Following part
SMILES,M. tuberculosis HTS,VEEV TC-83 Vero,H1N1 NS1A inhibition,M. tuberculosis,PhoP GFP inhibition,others
COCCN(CC(=O)NCc1ccc(F)cc1)C(=O)CCC(=O)Nc1nccs1,-8.2%,0.7%,-5.0%,-8.3%,15.1%,
CCOc1ccc(N=C2NC(=O)S/C2=C\c2ccc(O)cc2)cc1,0.7%,10.8%,-10.8%,u,-0.2%,
O=C1CC(N2CCN(C3CCc4ccccc4C3)CC2)C(=O)N1c1ccccc1 (stereo unspecified),-0.1%,0.1%,5.0%,-2.7%,3.4%,
CC1CN(C)C(C)CC1OC(=O)C(c1ccccc1)c1ccccc1 (stereo unspecified),6.8%,0.7%,x,-1.3%,-11.9%,
CCN1CCN(C(=S)c2ccc(Br)cc2)CC1,-4.1%,i,5.6%,-4.4%,1.9%,
CC(=O)Nc1cccc(-n2nnc(SCC(=O)Nc3ccccc3)n2)c1,-6.9%,3.9%,-0.9%,7.6%,-20.1%,
O=P1(NCCCn2cc[n+](Cc3nc4ccccc4[nH]3)c2)C=C(c2ccccc2)OC(c2ccccc2)=C1,42.5%,0.6%,-4.5%,u,11.2%,
COc1cccc(OC)c1C(=O)N1CCNCC1,0.1%,0.1%,19.8%,-11.1%,0.7%,
CC1=CCC(C(=O)O)C(C(=O)Nc2nc3ccc(S(C)(=O)=O)cc3s2)C1 (stereo unspecified),-2.0%,i,-9.8%,0.5%,-9.4%,
CN(C(=O)COc1ccc(Cl)cc1Cl)c1nnc(C23CC4CC(CC(C4)C2)C3)s1,-0.5%,1.4%,-2.0%,4.2%,0.9%,VEEV TC-83 Vero 10K pilot screen=2.4
Cc1cc(C)c(C)c(S(=O)(=O)N2CCC(C(=O)N3CCN(c4ccc(F)cc4)CC3)CC2)c1C,x,1.6%,-1.4%,x,x,
CCOP(=O)(OCC)c1nc(-c2ccc(OC)cc2)oc1N1CCOCC1,5.6%,i,-2.4%,-4.1%,-9.1%,
Cc1ccc(C)c(S(=O)(=O)NCCOC(=O)Nc2sc(=S)n(C)c2C)c1,1.2%,0.2%,3.5%,26.9%,-8.2%,
Cc1cccc(C(=O)N2CCN(Cc3ccc4c(c3)OCO4)CC2)c1,-4.0%,0.2%,2.9%,0.9%,-5.5%,VEEV TC-83 Vero 10K pilot screen=0.0
CCC(=O)Nc1ccc2c(c1)C(=O)N(C)C2=O,-4.2%,0.1%,7.1%,-8.8%,-8.8%,
NS(=O)(=O)c1ccc(NC(=S)NC(=O)C2CCCCC2)cc1,2.3%,1.6%,1.1%,37.5%,5.6%,
Cc1cccc(NC(=O)C2CCCN2S(=O)(=O)c2ccc3c(c2)n(C)c(=O)c(=O)n3C)c1 (stereo unspecified),1.4%,0.4%,-3.2%,-12.1%,12.6%,
COc1ccc(CCNC(=O)CN2C(=O)NC3(CCCCC3)C2=O)cc1,61.4%,2.5%,-14.8%,35.2%,x,
CN(C)CCNC(=O)c1cc(Br)ccc1Cl,-7.7%,0.1%,-1.2%,1.5%,0.3%,
CCOc1ccc(S(=O)(=O)Nc2cccc(C(=O)N3CCN(c4ccccc4O)CC3)c2)cc1,1.5%,6.0%,2.6%,15.8%,x,
CN(C)C(=O)NC1C=CS(=O)(=O)C1 (stereo unspecified),-3.1%,0.4%,5.4%,-3.7%,5.5%,VEEV TC-83 Vero 10K pilot screen=1.9
O=C(CN(CCCN1CCOCC1)C(=O)Cn1nnc(-c2ccc(F)cc2)n1)NC1CCCCC1,-0.9%,i,0.5%,1.1%,-3.0%,
CCOc1ccc(N(CC(=O)N/N=C/c2ccccn2)S(=O)(=O)c2ccc(Cl)cc2)cc1,-8.8%,5.4%,-8.8%,58.6%,-8.7%,
Cc1ccc(NC(=O)CN(C)C(=O)COc2ccccc2-c2ccccc2)cc1,3.3%,1.2%,2.7%,27.1%,x,
O=C(CCCc1nc(-c2ccccc2)no1)NC1CCCCC1,0.1%,3.4%,8.7%,35.2%,3.5%,
COC(C(=O)Nc1ccccc1C(=O)N1CCOCC1)c1ccccc1 (stereo unspecified),-11.2%,1.2%,-10.5%,-8.0%,-5.7%,
CCCC(O)(c1ccc(CC)cc1)C(CN1CCOCC1)c1ccccc1 (stereo unspecified),10.0%,0.2%,-4.6%,4.1%,-6.7%,
CSc1nc2c(c(=O)[nH]1)C(c1ccc(Cl)cc1)CC(=O)N2 (stereo unspecified),8.9%,i,5.9%,14.8%,0.4%,
CCOC(=O)c1c(NC(=O)CNC2CCCCC2)sc(C)c1C,u,0.0%,4.9%,74.7%,-4.8%,
COc1ccc(-c2oc(=O)c3cc(OC)c(OC)cc3c2/C=C/c2ccc(F)cc2)cc1,36.2%,0.9%,0.8%,19.5%,x,VEEV TC-83 Vero 10K pilot screen=5.5
COc1ccc(NC(=O)C2(c3cccs3)CCOCC2)cc1,-3.6%,0.3%,-3.5%,2.1%,11.4%,
O=C(N/N=C/c1ccc2c(c1)OCO2)C(=O)Nc1cccc(Cl)c1,-3.0%,0.6%,-8.9%,-6.6%,0.6%,
O=C1CN(C(=O)CSc2nnnn2-c2ccc(Cl)cc2)c2ccccc2N1,-9.3%,2.6%,8.1%,x,-4.1%,
CCN(c1cccc(C)c1)S(=O)(=O)c1cnc[nH]1,-8.9%,i,-12.8%,13.4%,-15.9%,
C=CCn1c(SCC(=O)Nc2ccc3c(c2)OCCO3)nnc1-c1ccco1,-6.8%,1.9%,25.1%,-4.8%,3.7%,
O=C(O)CCN=CC1=C(O)CC(c2ccccc2)CC1=O (stereo unspecified),-7.2%,1.3%,-8.9%,0.0%,8.8%,
CCOCC(=O)Nc1ccc([N+](=O)[O-])cc1OC,6.6%,2.0%,0.4%,12.3%,-20.1%,
Cc1ccc(OCC(=O)O/N=C(\N)c2ccncc2)c(C)c1,6.8%,3.0%,-8.7%,12.3%,11.1%,
